# PI4K2A block: blocks human PI4K2A kinase activity; activity change, negative = inhibition, % at 76.9 µM; AID 1346378; purified PI4K2A, ADP-Glo luminescence, 1 h; hits give low values; actives 0.13% (n = 420,000); Q9BTU6; in the data active means activity change below about -50%; inconclusive means mostly about -30% to -49%;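 further: -100% = wells without enzyme as full effect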
#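 PI4K2A activity was measured by ADP-Glo luminescence: enzyme (4 ug/mL stock) and phosphatidylinositol (1.2 mM stock) in Tris pH 7.5/MgCl2/EGTA/Triton X-100 buffer were reacted with ATP (300 microM stock) for one hour at ambient temperature.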
# BAZ2B inh: blocks human BAZ2B. Q9UIF8. actives 4.4% (n = 360,000). Potency, µM (series often up to 114 µM), for the others: top-dose activity change, negative = inhibition, actives largely listed as inhibitors. AlphaScreen BAZ2B-H3K14Ac peptide displacement. AID 504333; further: potency means the concentration at half of the fitted maximal effect; on the % scale 0 is the no-effect control and ±100 the full control effect; nearly all actives have a fitted effect of over 60% in size
#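 Protein-peptide AlphaScreen: BAZ2B 50 nM, b-H3K14Ac 50 nM, 1x PBS pH 7.4 + 0.01% Tween-20. Preincubation 30 min RT; cpd 30 min RT (top 110 uM); beads 20 min RT, light-protected.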
# G9a block: blocks human histone lysine methyltransferase G9a; Q96KQ7; G9a H3K9 monomethylation, AlphaScreen, 2 h; Potency, µM (highest dose often 102 µM), without a hit: at the highest dose activity, negative = inhibition, actives largely listed as inhibitors; actives 8.8% (n = 350,000); AID 504332; further: potency means the concentration at half of the fitted maximal effect; on the % scale 0 is the no-effect control and ±100 the full control effect; nearly all actives have a fitted effect of over 75% in size
#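 Using a bead-based AlphaScreen, monomethylated H3K9 product from 2 h room-temperature reactions (G9a 20 nM, peptide 500 nM, SAM 20 uM) was detected with 0.5 ug/mL rabbit anti-H3K9me1 antibody.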
# Pol eta inh: blocks human DNA polymerase eta activity; Q9Y253; recombinant Pol eta, fluorescent DNA replication assay; AID 588591; Potency, µM (series often up to 114 µM), without a hit: at the top dose activity change, negative = inhibition, actives largely listed as inhibitors; actives 1.2% (n = 390,000); further: potency means the concentration at half of the fitted maximal effect; on the % scale 0 is the no-effect control and ±100 the full control effect
#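 Pol eta at 10 nM preincubated with compounds 15 min at room temperature; reaction started with fluorescent substrate (50 nM final) and read kinetically at 0 and 10 min.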
# JMJD2A Tudor inh: inhibitors of human JMJD2A Tudor domain. AlphaScreen JMJD2A-Tudor / H3K4me3 peptide binding. Potency, µM (titrated, usually from 114 µM), for the others: top-dose activity change, negative = inhibition, actives largely listed as inhibitors. actives 4.4% (n = 390,000). AID 504339; further: potency means the concentration at half of the fitted maximal effect; on the % scale 0 is the no-effect control and ±100 the full control effect; nearly all actives have a fitted effect of over 50% in size
# Target sequence (O75164 whole entry, looked up, the tested form may be a part): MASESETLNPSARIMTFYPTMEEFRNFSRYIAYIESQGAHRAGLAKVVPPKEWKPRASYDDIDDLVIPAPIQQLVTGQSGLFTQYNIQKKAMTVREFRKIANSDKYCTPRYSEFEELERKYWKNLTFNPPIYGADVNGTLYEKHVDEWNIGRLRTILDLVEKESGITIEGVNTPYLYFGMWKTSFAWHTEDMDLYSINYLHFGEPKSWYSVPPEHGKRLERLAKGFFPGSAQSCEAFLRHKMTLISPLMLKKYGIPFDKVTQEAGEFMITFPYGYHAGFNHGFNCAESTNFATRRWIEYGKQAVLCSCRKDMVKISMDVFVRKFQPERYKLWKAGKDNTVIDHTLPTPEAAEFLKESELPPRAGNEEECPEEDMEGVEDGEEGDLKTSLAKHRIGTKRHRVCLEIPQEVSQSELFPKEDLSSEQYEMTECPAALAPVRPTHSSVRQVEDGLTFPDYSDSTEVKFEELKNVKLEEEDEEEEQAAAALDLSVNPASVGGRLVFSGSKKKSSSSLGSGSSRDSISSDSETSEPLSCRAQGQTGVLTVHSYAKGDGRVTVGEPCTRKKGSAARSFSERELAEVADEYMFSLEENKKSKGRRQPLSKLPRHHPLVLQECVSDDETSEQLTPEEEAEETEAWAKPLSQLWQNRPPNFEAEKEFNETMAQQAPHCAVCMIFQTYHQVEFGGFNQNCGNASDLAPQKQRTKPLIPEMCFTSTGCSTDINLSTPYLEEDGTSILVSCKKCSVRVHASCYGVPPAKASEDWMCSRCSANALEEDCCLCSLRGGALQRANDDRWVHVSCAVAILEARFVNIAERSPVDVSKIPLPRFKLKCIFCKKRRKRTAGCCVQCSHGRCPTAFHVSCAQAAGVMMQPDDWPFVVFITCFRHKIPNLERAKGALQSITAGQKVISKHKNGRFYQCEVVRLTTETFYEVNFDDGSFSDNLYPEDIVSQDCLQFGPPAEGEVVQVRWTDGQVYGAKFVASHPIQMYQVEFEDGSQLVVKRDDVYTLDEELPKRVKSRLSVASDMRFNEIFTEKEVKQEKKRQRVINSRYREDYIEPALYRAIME
# Pin1 inhibitor: inhibitors of human Pin1; Pin1 FP peptide displacement, HiFluor488, 10 min; Potency, µM (titrated, usually from 115 µM), for the others: top-dose activity, negative = inhibition, usual class: inhibitors; actives 0.009% (n = 390,000); Q13526; active means well fitted inhibition curve with a large enough effect in the polarisation, with a control signal flat, not every such curve was filed as active; inconclusive means small, poorly fitted or top-dose-only effect, or effect the other way, or a change in a side signal; inactive means no such curve, though single readings can be large or run the other way; the % refers to the polarisation; further: potency means the concentration at half of the fitted maximal effect; on the % scale 0 is the no-effect control and ±100 the full control effect
# PGK inhibitor: blocks T. brucei phosphoglycerate kinase; P07378; PGK/GAPDH coupled, Kinase-Glo luminescence, 60 min; Potency, µM (top dose mostly 57.5 µM), inactives show top-dose activity change, negative = inhibition, actives largely listed as inhibitors; actives 0.043% (n = 380,000); further: potency means the concentration at half of the fitted maximal effect; on the % scale 0 is the no-effect control and ±100 the full control effect; nearly all actives have a fitted effect of over 60% in size
#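 Recombinant glycosomal PGK reaction used 1,3-bisphosphoglycerate generated in-well by GAPDH (100nM final) in 100mM TEA pH 7.6, 5mM MgCl2, 0.01% Tween-20. After 60 minutes at room temperature, ATP was read by Kinase-Glo Plus luminescence end-point.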
# GLS inhibitor: glutaminase GLS (human) inhibition; O94925; GLS enzymatic activity, qHTS titration; Potency, µM (doses to about 45.5 µM), for the others: at the top dose activity change, negative = inhibition, most hits filed as inhibitors; actives 0.21% (n = 410,000); AID 624170; further: potency means the concentration at half of the fitted maximal effect; on the % scale 0 is the no-effect control and ±100 the full control effect
#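 Compounds were pin-transferred onto hKGA, after which L-glutamine (1 mM solution) and a detection mix of glutamate oxidase, HRP and Amplex Red were added. Initial and 30 min RT fluorescence reads were collected.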
# HP1b binding inh: inhibitors of HP1-beta chromodomain binding to methylated histone tails | P83916 | AlphaScreen HP1-beta / biotin-H3K9me3 peptide binding | Potency, µM (top dose mostly 114 µM), for the others: at the highest dose activity change, negative = inhibition, hits mostly inhibitors | actives 0.56% (n = 390,000); further: potency means the concentration at half of the fitted maximal effect; nearly all actives have a fitted effect of over 70% in size; inactives centre near 23
#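 AlphaScreen: HP1-beta (50 nM) preformed 30 min with biotin-H3(1-18)K9me3 peptide (50 nM) in PBS pH 7.4, 0.01% Tween-20. Compound added for 30 min at RT, then streptavidin donor/nickel chelate acceptor beads (10 ug/mL) for 30 min.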
# * marks the source's active call; other numbers are inactive results; i = inactive; u = inconclusive; x = no result given; & = joins results of further samples; ! = repeats disagree; [ ] = another dose, or the depositor's remark. Unless noted, the call rests on the fitted dose curve; in most records, active means well fitted curve in the direction sought with a large enough effect; inconclusive means small, poorly fitted or top-dose-only effect, or another doubt; inactive means no such curve, though single readings can be large; an effect the other way counts as inactive or inconclusive. The list is partial; count on the stated rates, not on these rows.
cpd	mol	HP1b binding inh	Pin1 inhibitor	PGK inhibitor	GLS inhibitor	Pol eta inh	JMJD2A Tudor inh	PI4K2A block	G9a block	BAZ2B inh
1	COc1ccc(C(=O)NC(CC(C)C)C(=O)O)cc1OC (stereo not given)	28%	u	-1%	-1%	-15%	40%[activator]	-7	21%[59 µM]	u
2	COc1ccc(S(=O)(=O)N2CCC(C(=O)N[C@@H](C)C(=O)NC3CC3)CC2)cc1	44%[activator]	-13%	i	1%	-11%	-2%	-2	x	1%
3	CC1CN(C(=O)CSc2nnc3c(Cl)cc(Cl)cn23)CC(C)O1 (stereo not given)	35%	0%	-3%	3%	-16%	-2%	-4	79µM*	-3%
4	CCn1nc(C)c2c(-c3ccccc3)cc(=O)n(C(C)C(=O)Nc3cccc(F)c3)c21 (stereo not given)	64%[activator]	2%	i	-10%	-19%	-18%	0	4%[59 µM]	-16%
5	Cc1ccc(SCC(=O)N=C2NC(=O)CS2)cc1	27%	17%	1%	13%	-2%	-16%	-9	u	1%
6	Cc1[nH]c(=O)c(C#N)c(C)c1CCC(=O)N(C)CC(=O)Nc1ccc(Cl)c(Cl)c1	44%[activator]	-3%	-2%	-3%	-7%	-13%	-2	11%	4%
7	C/C(=N/Nc1ccc(C(=O)c2c(C)cc3ccccn23)cc1[N+](=O)[O-])c1ccc(O)cc1	u	2%	-5%	3%	-5%	u	4	x	x
8	CNc1nc(Nc2ccc(C(C)=O)cc2)nc(OC(C(F)(F)F)C(F)(F)F)n1	17%	16%	-3%	-6%	25%	-19%	0	u	10%
9	COCCOC(=O)c1c(C)oc2ccc(OC(=O)c3c(OC)cccc3OC)cc12	49%[activator]	8%	7%	-3%	-6%	-10%[57.1 µM]	3	u	1%
10	CCOC(=O)N1CCN(S(=O)(=O)c2ccc(C)c(C)c2)CC1	26%	-5%	0%	-3%	-14%	-3%	-9	-38%	-3%
11	CCOc1ccc(NC(=O)c2c(NC(=O)c3cccc(C)c3)sc3c2CCC3)cc1	52%[activator]	4%	-1%	-3%	-8%	-11%	0	-3%[59 µM]	10%
12	CC12CCC(C(=O)N3CCCCC3)([C@H](Br)C1=O)C2(C)C (stereo not given in full)	25%	-3%	10%	0%	-22%	4%	1	6%[12.7 µM]	9%
13	c1cc(-c2noc(CCC3CCCC3)n2)ccn1	96%[activator]	-4%	-7%	-8%	-2%	7%	-4	11%[59 µM]	12%
14	O=C(NCc1ccco1)C1CC2CCC1C2 (stereo not given)	-2%	-20%	-2%	-2%	-18%	-13%	-11	10%	7%
15	O=C(CCSCCc1ccccn1)Nc1cc(F)ccc1F	9%&20%	-10%&0%	0%	3%&12%	-16%&-19%	-12%	-5&1	5%&-6%[59 µM]	-1%&-6%
16	COc1ccccc1CN1CC(C(=O)NCCCCc2ccccn2)CCC1=O (stereo not given)	x	x	0%	-6%	-6%	x	-1	x	x
17	Cc1ccc(CN2CCN(Cc3cnc(C)[nH]3)CC2CCO)cc1 (stereo not given)	25%	5%	-6%	u	-12%	-15%	-5	x	1%
18	CCN1CCN(CC2CC3C=CC2C3)CC1 (stereo not given)	u	-12%	3%	2%	-24%	1.3µM*	-1	u	50µM*
19	Cc1cc(C(=O)CSc2nnnn2-c2ccc(Cl)cc2)c(C)n1CC1CCCO1 (stereo not given)	23%	1%	-6%	-10%	0%	-8%	-2	14%[59 µM]	-4%
20	O=C(CSc1ccc2ccccc2n1)NCc1ccc2c(c1)OCO2	-3%	-4%	11%	-9%	-16%	u	2	u	1%

# The last 2 records of the section above open the next one:
cpd	mol	HP1b binding inh	Pin1 inhibitor	PGK inhibitor	GLS inhibitor	Pol eta inh	JMJD2A Tudor inh	PI4K2A block	G9a block	BAZ2B inh
19	Cc1cc(C(=O)CSc2nnnn2-c2ccc(Cl)cc2)c(C)n1CC1CCCO1 (stereo not given)	23%	1%	-6%	-10%	0%	-8%	-2	14%[59 µM]	-4%
20	O=C(CSc1ccc2ccccc2n1)NCc1ccc2c(c1)OCO2	-3%	-4%	11%	-9%	-16%	u	2	u	1%
21	O=C(Cn1cc([N+](=O)[O-])cn1)NCC1CCCO1 (stereo not given)	27%	2%	0%	-12%	-15%	-3%	-2	6%[59 µM]	6%
22	COc1cccc(OC)c1C(=O)NCc1ccco1	x	x	-2%	1%	-9%	x	-1	x	x
23	CC1Cc2c([nH]c(=O)n(-c3ccccc3)c2=O)O1 (stereo not given)	19%	-5%	1%	6%	-14%	-14%	3	x	x
24	CCc1ccc(C(=O)C(C)OC(=O)Cn2[nH]c(=O)c3ccccc3c2=O)cc1 (stereo not given)	52%[activator]	u	8%	2%	2%	-7%	-3	-50%[12.7 µM]	-2%
25	COCCCn1c(Cc2csc(Nc3cccc(Cl)c3)n2)nnc1SCC(=O)OC1CCCCC1	50µM*	-5%	u	13µM*	7.9µM*	45µM*	1	-1%[0.0925 µM]	40µM*
26	COc1ccc(Nc2ncc(C(=O)Nc3cccc(Cl)c3)c3ccccc23)cc1	6%	19%	-11%	-4%	-9%	79µM*	-7	-4%[59 µM]	79µM*
27	O=C(Nc1nc2ccccc2s1)Nc1ccc(F)cc1F	38%[activator]	-3%	-5%	-5%	0%	-8%	2	x	-7%
28	CC(C)Cc1cc(C(=O)Nc2c(F)cc(F)cc2Br)no1	43%[activator]	5%	-7%	4%	-9%	0%	-2	12%[59 µM]	11%
29	CCOC(=O)C1=C(CC)Nc2ccccc2N=C1NC(=O)c1cc(C)on1	40%[activator]	0%	6%	3%	-18%	3%	1	-5%[2.33 µM]	1%
30	CCC(=O)NNC(=S)NC(=O)c1ccc(C)cc1	24%	-3%	-2%	-3%	8%	u	9	11%[0.501 µM]	14%
31	CC(Oc1ccc(F)cc1)C(=O)NCC1(N(C)C)CCCCC1 (stereo not given)	23%	-1%	-7%	4%	-1%	-12%	-2	-2%[59 µM]	-7%
32	CCC(C)N(NC(C)=O)c1nc(Cl)nc(NC(C)C)n1 (stereo not given)	23%	-5%	0%	12%	-9%	13%	8	12%[59 µM]	-3%
33	O=C(O)/C=C/c1cnc[nH]1	36%	2%	-5%	8%	4%	-13%	3&-1	13µM*!	7%
34	O=C(O)CNC(=O)CCn1nnc2ccccc2c1=O	-4%	-8%	-9%	55%[activator]	-3%	-7%[11.4 µM]	6	-1%	-11%
35	O=c1cc(Cl)nc2ccccn12	11%[57 µM]	-1%	-5%	-3%	-10%	7%	3	x	x
36	C/C(=N\Nc1nc(C)cc(-c2ccccc2)n1)c1ccc(F)cc1	40%	-1%	0%	2%	-4%	-19%	-4	26%	-2%
37	COC(=O)c1ccc(CNC(=O)C(Cc2ccccc2)NC(=O)c2ccccc2)cc1 (stereo not given)	x	x	-11%	-9%	-15%	x	2	x	x
38	C=CCn1c(O)c2ccc(C(=O)N=NC(=O)COc3ccccc3F)cc2c1O	40%[activator]	1%	i	-7%	-15%	-8%	3	u	-13%
39	O=S(=O)(NCc1ccccn1)c1cc(Cl)ccc1Cl	22%	-7%	-1%	14%	-12%	-7%	-9	79µM*	-7%
40	CSc1nc(-c2ccccc2)ccc1C(N)=O	27%	2%	-6%	-2%	-7%	-3%	2	-12%[12.7 µM]	6%
41	COc1ccc(C(=O)OCC(=O)N2CCN(C(=O)c3ccco3)CC2)cc1OC	8%	0%	8%	-17%	-8%	-9%	12	x	x
42	N#CCCC(CCC#N)C1=NCCc2ccccc21	42%[activator]	-8%	-2%	-17%	2%	-14%	2	x	-3%
43	CC1CC(=O)Nc2ccccc2N1S(=O)(=O)c1ccc(Cl)cc1 (stereo not given)	35%	5%	-1%	-1%	0%	0%	2	-4%	-5%
44	Cc1c(C(=O)NCCSCc2ccc(Cl)cc2Cl)cccc1[N+](=O)[O-]	14%	5%	-5%	-12%	-21%	0%	-10	u	-2%
45	Cc1ccc(NC(=O)CC2NCCN(Cc3ccccc3)C2=O)cc1 (stereo not given)	28%	-7%	-2%	-5%	-18%	-22%	-1	-4%	-3%
46	O=Nc1c(O)n(Cc2ccccc2)c2ccccc12	5%	0%	-9%	10%	33%[activator]	-20%[11.4 µM]	1	-2%	-21%
47	CN(C)CCCNC(=O)c1ccc(=O)[nH]n1	15%	-2%	i	0%	-3%	-14%	6	37%[activator][59 µM]	24%
48	COc1ccc(C(=O)COC(=O)c2cnc(C)cn2)cc1OC	19%	4%	7%	6%	-4%	-6%	3	u	2%
49	CC(C)c1ccc(/C=N/N2CCN(c3ccccn3)CC2)cc1	6%	-2%	-5%	11%	-14%	-28%	0	u	-23%
50	COc1ccc(N2CC(NC(=O)c3ccc(OC(C)C)cc3)CC2=O)cc1 (stereo not given)	10%	11%	-1%	2%	-11%	-11%	6	-20%[59 µM]	-8%
51	COc1ccc(CC(=O)OCC(=O)NCc2ccco2)cc1	12%	-3%	-6%	1%	8%	-13%	-5	-11%	2%
52	CN(C)c1ccc(C(c2nnnn2C(C)(C)C)N2CCN(C(=O)c3ccco3)CC2)cc1 (stereo not given)	-16%	5%	-2%	26%	-6%	-28%	-9	10µM*	-30%
53	Cc1cc(C([O-])=C(C(=S)Nc2ccccc2)[n+]2ccccc2)c(C)n1-c1ccccc1	u	-4%	8%	2%	-3%	32µM*	-3	x	x
54	CCC1CN(C(=O)N2CCC(C(=O)N3CCN(c4ccccc4)CC3)CC2)c2ccccc2O1 (stereo not given)	18%	u	8%	11%	-11%	-28%	-2	-44%[59 µM]	-28%
55	COc1cccc(CNC(=O)CCC2CCCN(C(=O)c3csc(C(C)C)n3)C2)c1 (stereo not given)	31%	-11%	i	2%	2%	-10%	0	17%	1%

# Bioassay records deposited in PubChem BioAssay by National Center for Advancing Translational Sciences (NCATS).
